# Screening results (PubChem)
# HSP90 inh: blocks HSP90-mediated luciferase refolding in reticulocyte lysate | 290,000 compounds, 0.91% hits | inhibition, % at 5.6 µM | Rabbit reticulocyte lysate, luciferase refolding luminescence, 3 h;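 active means inhibition above the screen-wide mean plus 3 SD, computed separately per campaign, cut at about 16% in these data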;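 further: 0% = DMSO wells and 100% = 60 µM geldanamycin wells; inhibitors lower the luminescence because luciferase stays unfolded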
# DYRK1A inh: Dyrk1A (rat) kinase inhibition; Q63470; ADP-Glo luminescence, NFATc1 peptide; inhibition, % at 12.5 µM; 310,000 compounds, 0.43% hits; in the data active means inhibition above about 50%;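 further: plate controls were vehicle with enzyme for no effect and no enzyme for full effect; many of its hits are not listed in these tables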
# HDAC3 inhib: human HDAC3 inhibition. O15379. recombinant HDAC3, fluorogenic peptide/trypsin coupled, fluorescence. inhibition, % at 8.3 µM. 320,000 compounds, 0.15% hits. AID 2718; in the data active means inhibition above about 26%, passing the limit was not always enough; inconclusive means no clear call, values can overlap the other calls
# Target sequence (O15379 whole entry, looked up): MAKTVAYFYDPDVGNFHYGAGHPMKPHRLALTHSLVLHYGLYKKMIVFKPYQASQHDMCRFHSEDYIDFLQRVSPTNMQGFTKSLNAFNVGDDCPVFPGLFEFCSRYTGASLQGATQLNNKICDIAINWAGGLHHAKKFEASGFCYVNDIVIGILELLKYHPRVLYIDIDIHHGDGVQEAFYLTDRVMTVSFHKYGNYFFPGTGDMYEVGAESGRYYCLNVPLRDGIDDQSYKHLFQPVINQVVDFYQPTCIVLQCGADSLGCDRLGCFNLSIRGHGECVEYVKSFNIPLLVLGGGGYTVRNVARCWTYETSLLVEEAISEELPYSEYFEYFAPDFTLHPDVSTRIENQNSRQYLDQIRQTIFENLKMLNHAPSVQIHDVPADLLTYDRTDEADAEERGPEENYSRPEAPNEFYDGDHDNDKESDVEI
# Platelet DG rel: modulates dense granule release in human platelets; 300,000 compounds, 0.22% hits; human platelet-rich plasma, SFLLRN dense granule ATP release, luminescence; inhibition, %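 (compounds screened at 7.5 µM in platelet-rich plasma)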;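 active means mean replicate score, as percent of positive control, at or above 50; inconclusive means mean below 50 but at least one replicate at or above 50; inactive means mean and every replicate below 50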
# HSF1 inhib: HSF1 inhibition | activity change, negative = inhibition, % at 7.5 µM (by protocol) | NIH3T3-HGL HSE-luciferase, MG132-induced, luminescence 8 h; active compounds read low | 300,000 compounds, 0.77% hits;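 active means more than half of replicate wells show activity change below -50%, luminescence cut by over half; inconclusive means some wells, but at most half, below -50%; inactive means no replicate well below -50%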;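 further: luciferase reports HSF-1 transcriptional activity via heat shock element; 0% = median of DMSO wells and -100% = zero luminescence signal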
# AI-2 QS modul: Vibrio harveyi AI-2 quorum sensing modulation; Vibrio harveyi JMH597 AI-2 luminescence/OD600 ratio, 9 h; active compounds read low; strain lacks LuxN and CqsS sensors; 0 = neutral-control median; activity change, % at 7.5 µM; 300,000 compounds, 0.4% hits; AID 2094; in the data active means activity change below about -75%, passing the limit was not always enough; inconclusive means no clear call, values can overlap the other calls;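 further: luminescence divided by OD600 gain over 9 h not by final OD600 alone; inactives centre near 13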
# HSF1 activator: increases HSF-1 driven luciferase reporter signal; NIH3T3-HGL HSF-1 luciferase reporter, MG132, 8 h; 100% = twice DMSO control signal; activation, % at 9 µM; 300,000 compounds, 1.7% hits; AID 504408;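 active means mean replicate activation of at least 50% with a set share of replicates each reaching 50%; inconclusive means only one of those two conditions met; inactive means mean below 50% and too few replicates reaching it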;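 further: 0% = median of the neutral control wells and 100% = twice that signal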
# GSK3B inh: inhibitors of human GSK3beta kinase | P49841 | GST-GSK3beta kinase, ADP-Glo luminescence, 60 min; active compounds read low | activity score (negative = inhibition), % at 10 µM | 300,000 compounds, 0.038% hits;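 active means more than half of replicate wells score below -50%, meaning over 50% inhibition versus plate controls; inconclusive means some replicates but at most half score below -50%; inactive means no replicate scores below -50%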;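 further: 0% = median DMSO wells and -100% = median GW8510 positive control wells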
#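 Test system – GST-tagged human GSK3beta kinase, cell-free · Incubation – 60 min enzyme reaction, room temperature · Signal – ADP-Glo luminescence · Also added – peptide substrate and ATP at 25 µM · Controls – DMSO neutral wells and GW8510 at 20 µM as positive · Buffer or medium – Tris/MgCl2 kinase buffer · Measure – Luminescence-derived activity versus plate DMSO and GW8510 wells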
# PolyA inh: inhibitors of polyadenylation in S. cerevisiae; 300,000 compounds, 0.02% hits; S. cerevisiae SKY197-pL101 polyadenylation reporter, beta-gal luminescence; efflux-impaired pdr1/pdr3 knockout yeast; score 100 = 6 SD above DMSO; calls only at 12 µM;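 active means lowest replicate activity score at least 50, where 100 means six control SD above control mean; inconclusive means lowest score under 50 but half or more replicates reach 50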;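 further: yeast exposed to compound for 9 h at 30 °C; higher score means more reporter readthrough which indicates perturbed polyadenylation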
# GSK3A inh: human GSK-3 alpha kinase inhibition; P49840; ADP-Glo luminescence, 60 min; inhibition, % at 10 µM; 320,000 compounds, 0.1% hits;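 in the data active means inhibition above about 50%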;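 further: GST-tagged GSK-3 alpha with peptide substrate and 25 µM ATP; 0% = DMSO neutral wells and 100% = GW8510 positive control wells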
# Target sequence (P49840 whole entry, looked up): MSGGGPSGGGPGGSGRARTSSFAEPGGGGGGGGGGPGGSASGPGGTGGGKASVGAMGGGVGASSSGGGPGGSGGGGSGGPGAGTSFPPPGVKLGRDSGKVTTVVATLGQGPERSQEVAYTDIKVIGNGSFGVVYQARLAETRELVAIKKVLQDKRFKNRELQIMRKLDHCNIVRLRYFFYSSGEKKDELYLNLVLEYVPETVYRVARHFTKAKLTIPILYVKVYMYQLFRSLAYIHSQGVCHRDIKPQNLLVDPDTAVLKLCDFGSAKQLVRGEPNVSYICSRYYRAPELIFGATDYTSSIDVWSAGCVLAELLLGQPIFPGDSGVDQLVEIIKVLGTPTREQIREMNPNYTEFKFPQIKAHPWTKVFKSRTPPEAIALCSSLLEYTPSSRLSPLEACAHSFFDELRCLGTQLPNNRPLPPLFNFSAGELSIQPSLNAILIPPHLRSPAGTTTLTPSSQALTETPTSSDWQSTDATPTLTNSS
# * marks the source's active call; other numbers are inactive results; i = inactive; ? = inconclusive; . = not tested or not shown. Not all compounds are listed. The share of hits here may be higher or lower than overall.
SMILES,HSP90 inh,DYRK1A inh,HDAC3 inhib,Platelet DG rel,HSF1 inhib,AI-2 QS modul,HSF1 activator,GSK3B inh,PolyA inh,GSK3A inh
Cc1ccc(NC(=O)CSCC(=O)Nc2nnc(C3CC3)s2)cc1,.,6,4,.,-5,12,2,2,i,-2
COC(=O)N1CCN(c2ccc(C)c(C)c2)CC1,-5,.,.,2,-15,28,-6,-1,i,.
CC(C)(C)c1nc2c(C#N)c(-c3ccc(Cl)cc3)ccn2n1,-2,0,0,7,9,18,18,2,i,-2
C=CCOC(=O)C1=C(C)NC(SCC(=O)Nc2ccccc2)=C(C#N)C1c1ccco1 (stereo not drawn),1,-9,.,-4,3,-6,12,3,i,-1
CC(C)C(=O)N1CCC(n2nccc2NC(=O)CCOc2ccccc2)CC1,-3,-6,-8,0,16,45,54*,1,i,.
N/C(=N\OC(=O)c1ccc([N+](=O)[O-])cc1)c1cccnc1,-1,2,2,8,3,36,10,1,i,-2
COc1ccc(C(=O)N/C(=C/c2ccc(Cl)cc2)C(=O)Nc2ccc(C(=O)O)cc2)cc1,-10,16,0,2,-3,25,0,1,i,-2
O=C(c1ccc(F)cc1)N1CCCCC(S(=O)(=O)c2ccccc2)C1=O (stereo not drawn),-2,-7,.,8,-15,-1,2,27,i,1
COc1ccccc1N1CCN(CC(=O)NCC2CCCO2)CC1 (stereo not drawn),0,7,-3,-6,-6,-5,23,1,i,-4
CC(OC(=O)c1ccc(NC(=O)CC#N)cc1)C(=O)Nc1ccc2c(c1)OCCO2 (stereo not drawn),.,10,2,2,-5,1,-5,-4,i,-1
COc1ccc(NC(=O)CSCc2cc(=O)n3cc(C)sc3n2)cc1,-3,2,3,-1,-2,54,20,0,i,1
CC(=O)Nc1cccc(NC(=O)CSc2ccc(C(F)(F)F)cc2[N+](=O)[O-])c1,3,1,-1,8,-1,22,-1,-1,i,1
COc1cccc(C(=O)NNc2c3ccccc3nc3ccccc23)c1,-4,4,1,5,8,10,5,1,i,-2
Cc1ccsc1/C=N/n1c(-c2ccccn2)n[nH]c1=S,1,6,9,4,-5,26,-10,2,i,6
COc1cccc(OC)c1C(=O)Nc1ccc(S(=O)(=O)N2CCCCC2)cc1,-2,2,0,-2,-4,.,9,.,i,-3
CC(=O)c1cccc(OCC(O)CN2CCN(S(=O)(=O)c3c(F)cccc3F)CC2)c1 (stereo not drawn),0,-5,.,-8,1,17,21,-4,i,-2
NNC(=O)CSc1c(-c2cccs2)[nH]c2ccccc12,0,-4,6,5,-9,19,-11,1,i,2
Cc1c(C(=O)c2ccccc2)c(=O)n(C)c(=O)n1C,-1,.,-5,-3,-1,1,0,-7,i,7
O=C(O)CCN1C(=O)/C(=C/c2ccc(-c3nc4ccccc4s3)o2)SC1=S,1,10,18,-3,-5,15,0,1,i,2
O=C(COC(=O)c1cccnc1)c1ccc(Cl)c(Cl)c1,2,-2,1,0,-7,1,6,2,i,-2
COCC1CCN(Cc2c(C(=O)N3CCc4ccccc4C3)nc3ccc(Cl)cn23)C1 (stereo not drawn),1,2,-2,-3,-3,-1,22,4,i,0
CCN1CCN(c2ccc(S(=O)(=O)N3CCOCC3)cc2NC(=O)CCOc2ccccc2)CC1,-2,-2,-4,19,-7,19,-3,0,i,-3
Cc1cc(OC(=O)c2ccccc2Cl)ccc1N1C(=O)CCC1=O,3,2,2,2,17,9,16,2,i,-4
CN(C)S(=O)(=O)c1cccc(C(=O)OCC(=O)Nc2sccc2C(N)=O)c1,0,2,3,-2,-4,18,11,2,i,-2
COc1ccc(N2CCN(Cc3nc4c(c(=O)[nH]c(=O)n4C)n3CCCc3ccccc3)CC2)cc1,0,3,-9,-7,-2,28,11,0,i,7
COc1ccc(C2CC(O)(c3ccccc3)Oc3cc(OC)cc(OC)c32)cc1 (stereo not drawn),.,3,.,0,24,14,22,-1,i,.
CCOc1ccc(NC(=O)/C(C#N)=C/c2ccc(N3CCCC3)c(C)c2)cc1,0,-5,-6,.,.,.,.,.,.,-2
CC(c1ccccc1)n1cc(C(=O)NCCCn2ccnc2)nn1 (stereo not drawn),0,-2,0,-2,2,11,-4,1,i,-1
CCCN1CCN(CCCNC(=O)c2ccc(CS(=O)c3ccc(OC)cc3)o2)CC1 (stereo not drawn),2,1,0,-1,3,11,-4,-1,i,1
CS(=O)(=O)N(CCC#N)Cc1ccc(C=O)o1,-3,1,0,-2,-8,11,0,1,i,-2
COc1ccc2c(c1)c1nc3ccccc3nc1n2Cc1ccc(OC(C)C)c(OC)c1,0,-2,-2,2,-12,18,14,1,i,-4
COc1ccc(NS(=O)(=O)c2cccc(NC(=O)C3=NN(c4ccccc4)C(=O)CC3)c2)cc1,-3,-8,2,-2,4,41,8,0,i,-1
CCOc1cc(C2/C(=C(/O)c3ccc(OC(C)C)cc3)C(=O)C(=O)N2CCCOC)ccc1O (stereo not drawn),6,5,2,5,-2,42,14,0,i,1
COc1ccc([C@H]2[C@H](C(=O)C(C)(C)C)N3N=Cc4ccccc4C3[C@]23N=C(c2ccccc2)OC3=O)cc1 (stereo partly drawn),0,1,2,0,1,20,10,-1,i,11
COC(=O)C1=C(O)/C(=C\c2ccc(OCC(=O)Nc3ccccc3OC)cc2)N=C1C,3,-2,1,8,-2,24,0,-6,i,-3
CCc1ccccc1N(CC(=O)Nc1cccnc1)S(=O)(=O)c1ccccc1,5,2,3,-3,-7,31,5,-2,i,2
CCN(CCNC(=O)C1CCCN(Cc2nc(-c3ccc(OC)cc3)oc2C)C1)c1ccccc1 (stereo not drawn),1,-3,-2,9,9,-7,15,0,i,-1
CC(=O)c1cccc(NC(=O)N2C3CCC2CC(NC(=O)C2CC2)C3)c1 (stereo not drawn),5,0,3,4,5,11,8,-3,i,-6
O=C(CCSc1nc2ccccc2s1)N/N=C/c1c(O)ccc2ccccc12,2,1,4,0,-2,24,-8,1,i,-3
COc1cccc(-c2nc(CS(=O)(=O)CC(=O)NCCCOC(C)C)c(C)o2)c1,-4,8,-2,3,7,48,-14,2,i,-4
Cc1cc(C)c(OCC(=O)N(Cc2ccc(N(C)C)cc2)C2CCS(=O)(=O)C2)c(C)c1 (stereo not drawn),1,.,1,6,0,0,9,2,i,-13
COc1ccc(CNC(=O)CSc2n[nH]c(C)c2[N+](=O)[O-])cc1,2,1,-4,16,4,-6,13,-2,i,0
O=C(CCN1C(=O)[C@@H]2Cc3ccccc3CN2C1=O)N[C@H](Cc1ccccc1)C(=O)O,4,-9,0,0,-4,25,0,-1,i,-3
O=C(O)C1CCCN1S(=O)(=O)c1ccc(F)cc1 (stereo not drawn),-2,8,0,-6,3,2,-9,0,i,-2
CCOC(=O)c1nn(C)c(C)c1Cl,-2,-3,-1,-23,-8,0,-18,0,i,-2
CC1CCCN(C(=O)c2ccc(COc3ccccc3Br)cc2)C1 (stereo not drawn),4,.,-4,3,6,-1,21,1,i,-2
O=C(CCn1c(=O)oc2ccccc21)Nc1ccc(C(=O)O)cc1,3,-4,-2,-2,-1,11,2,0,i,-2
COc1ccc(S(=O)(=O)N(C)c2ccc(C(=O)N3CCN(c4ccccc4)CC3)cc2)cc1OC,-2,-1,5,-6,-4,34,-1,1,i,6
C=CCOc1ccc(CNc2ccc(NC(=O)CCC)cc2)cc1OCC,0,1,6,-1,.,27,.,-1,i,1
CCOc1ccc(NS(=O)(=O)c2cc3c(cc2C)N(C)CCO3)cc1,-3,6,.,1,-11,11,-18,-2,i,-1
CCN(CC)CCCN1C(=O)C(O)=C(C(=O)c2ccco2)C1c1ccc(OC(C)C)cc1 (stereo not drawn),4,-1,9,-14,-4,5,-2,1,i,-1
CCc1ccc(C2=NN(CCC(=O)NC(C)c3ccc4c(c3)OCCO4)C(=O)CC2)cc1 (stereo not drawn),2,3,2,-1,5,4,31,-1,i,2
O=C(Oc1ccc2c(=O)c(Cl)coc2c1)c1cccnc1,-5,44,?,-6,-3,34,-23,3,i,2
O=C(Cn1cncn1)N/N=C/c1c2ccccc2cc2ccccc12,-2,.,0,7,8,4,-14,-3,i,0
O=C1C=C(c2ccc(Cl)cc2)OC2(CCCC2)O1,-3,0,1,-3,-2,-8,11,-7,i,-2
O=C(CSc1nccn1-c1ccc(Cl)cc1)NCc1ccc2c(c1)OCO2,-2,6,9,-8,-3,-10,3,2,i,-3
COc1ccc(C(=O)N/N=C(/C)c2ccc(N3CCCCC3)cc2)cc1,1,-9,-5,-6,1,20,4,0,i,-2
COC(=O)c1ccc(C2/C(=C(\O)c3cccc(OC)c3)C(=O)C(=O)N2CCCN2CCOCC2)cc1 (stereo not drawn),-3,-4,-8,-3,-2,5,-3,0,i,-2
O=C(NCCN1CCCCC1)Nc1ccc(Br)cc1,2,7,-10,0,6,3,-2,-1,i,-2
O=C(Nc1ccc(N2CCN(C(=O)c3ccco3)CC2)cc1)c1ccccc1Br,2,-2,1,-6,3,29,20,3,i,-2

# Looked up by compound from the entries so far:
SMILES,HSP90 inh,DYRK1A inh,HDAC3 inhib,Platelet DG rel,HSF1 inhib,AI-2 QS modul,HSF1 activator,GSK3B inh,PolyA inh,GSK3A inh
COc1ccc(C(=O)N/N=C(/C)c2ccc(N3CCCCC3)cc2)cc1,1,-9,-5,-6,1,20,4,0,i,-2
CCc1ccc(C2=NN(CCC(=O)NC(C)c3ccc4c(c3)OCCO4)C(=O)CC2)cc1 (stereo not drawn),2,3,2,-1,5,4,31,-1,i,2

# The list goes on.
SMILES,HSP90 inh,DYRK1A inh,HDAC3 inhib,Platelet DG rel,HSF1 inhib,AI-2 QS modul,HSF1 activator,GSK3B inh,PolyA inh,GSK3A inh
CCn1cc(S(=O)(=O)c2ccc(C)cc2)[nH]c1=O,1,0,-1,-2,6,-2,7,-2,i,-3
CCOC(=O)c1[nH]c2ccc(Br)cc2c1NC(=O)CCN1CCN(C(=O)OCC)CC1,1,-1,-4,4,2,30,-12,3,i,-2
COc1ccc(Cc2nnc(Nc3c(C)cccc3C)o2)cc1OC,-3,1,0,-2,-5,21,-27,2,i,-2
CCC(=O)NC(Nc1sc2c(c1C(=O)OC)CCC2)C(Cl)(Cl)Cl (stereo not drawn),-3,-2,7,-10,3,-2,-9,2,i,-1
COc1ccc(C(=O)N/N=C/c2ccc3cccc(OCc4ccccc4)c3n2)cc1,3,6,2,-1,10,20,12,1,i,1
Cc1cc(=O)oc2cc(OCC(=O)OCc3nnc(-c4ccccc4)o3)ccc12,1,6,-15,-4,1,5,-6,-8,i,0
CCOC(=O)c1c(-c2ccccc2)oc2ccc(OCC(=O)NNC(=O)CCCC(=O)O)cc12,-2,3,-83,-6,-8,44,-25,-28,i,0
Cc1cccc(N2CCN(C(=O)COc3cccc4c3OC(C)(C)C4)CC2)c1C,1,0,-3,0,4,18,6,2,i,-2
COc1ccc(NC(=O)COc2cccc(C(F)(F)F)c2)cn1,.,-2,3,6,-4,17,-3,1,i,-1
